Platelet DG rel – modulates dense granule release in human platelets; human platelet-rich plasma, SFLLRN dense granule ATP release, luminescence; inhibition, %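 (compounds screened at 7.5 µM in platelet-rich plasma)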; 300,000 tested, 0.22% active;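 active = mean replicate score, as percent of positive control, at or above 50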
hERG rescue – compounds protecting human hERG from proarrhythmic drug block. Q12809. activation (rescue from dofetilide block), less the hit threshold, % at 10 µM. 310,000 tested, 0.51% active. CHO-hERG, FluxOR thallium flux, dofetilide IC70 present;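 active = activation above the mean of controls blocked by dofetilide plus 5 SD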;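 also: thallium influx through hERG after potassium depolarization seen as dye fluorescence rise; in these data hits start at about 4.7%; inactives centre near -7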
Target sequence (Q12809 whole entry, looked up): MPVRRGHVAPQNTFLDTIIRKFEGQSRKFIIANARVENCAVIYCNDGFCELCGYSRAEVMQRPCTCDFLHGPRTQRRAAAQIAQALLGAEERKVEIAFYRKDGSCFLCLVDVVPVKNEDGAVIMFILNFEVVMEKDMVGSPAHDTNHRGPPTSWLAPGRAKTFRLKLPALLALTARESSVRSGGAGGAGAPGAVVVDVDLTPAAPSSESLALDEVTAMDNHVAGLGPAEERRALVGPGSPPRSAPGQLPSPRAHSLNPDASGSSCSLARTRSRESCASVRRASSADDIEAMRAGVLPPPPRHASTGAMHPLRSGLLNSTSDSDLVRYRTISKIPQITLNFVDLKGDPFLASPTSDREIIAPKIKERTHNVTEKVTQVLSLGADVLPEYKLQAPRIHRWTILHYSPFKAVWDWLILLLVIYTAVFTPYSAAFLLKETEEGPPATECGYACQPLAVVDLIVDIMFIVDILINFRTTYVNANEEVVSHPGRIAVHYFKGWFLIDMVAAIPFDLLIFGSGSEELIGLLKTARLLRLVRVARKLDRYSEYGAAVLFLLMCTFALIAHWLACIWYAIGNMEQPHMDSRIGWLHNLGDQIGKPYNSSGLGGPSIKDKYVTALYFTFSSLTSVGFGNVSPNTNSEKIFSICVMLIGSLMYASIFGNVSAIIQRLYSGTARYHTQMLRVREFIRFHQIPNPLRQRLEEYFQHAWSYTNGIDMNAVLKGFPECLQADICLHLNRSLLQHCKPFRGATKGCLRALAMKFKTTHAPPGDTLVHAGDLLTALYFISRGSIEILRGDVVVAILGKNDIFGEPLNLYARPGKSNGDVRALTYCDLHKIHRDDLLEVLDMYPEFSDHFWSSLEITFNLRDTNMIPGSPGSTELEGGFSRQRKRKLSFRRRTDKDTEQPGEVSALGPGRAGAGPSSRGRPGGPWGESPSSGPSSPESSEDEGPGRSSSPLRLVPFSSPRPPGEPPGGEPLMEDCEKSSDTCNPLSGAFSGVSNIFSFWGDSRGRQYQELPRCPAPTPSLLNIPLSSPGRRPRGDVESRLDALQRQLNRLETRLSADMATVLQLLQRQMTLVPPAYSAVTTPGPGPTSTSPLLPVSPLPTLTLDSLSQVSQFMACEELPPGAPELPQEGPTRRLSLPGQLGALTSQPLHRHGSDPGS
TRPC4 agonist – activators of mouse TRPC4 channel; 310,000 tested, 0.49% active; Q9QUQ5; B-score at 10 µM; AID 2237; HEK293 TRPC4beta/mu-opioid, Fluo4 calcium fluorescence; stronger effect = higher value;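 active = B-score above 5 SD of library B-scores, and initial fluorescence ratio not above library mean plus 5 SD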;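 also: positive B-score marks a calcium rise read as TRPC4 activation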
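System: HEK293 cells stably co-expressing mouse TRPC4beta and mu-opioid receptor; Schedule: Fluo4 dye loading 45 min at room temperature, 110 s recording; Detection: Fluo4 fluorescence, kinetic; Evaluation: B-scored integrated calcium fluorescence ratio; Controls: buffer (low) and maximal DAMGO (high).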
KCNQ1 inh – human KCNQ1 channel inhibition | 310,000 tested, 1.3% active | B-score at 10 µM | P51787 | AID 2642 | CHO-K1 KCNQ1, FluxOR thallium flux fluorescence; stronger effect = higher value;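 active = compounds whose thallium flux B-score, printed positive for inhibition, exceeds three library SD while starting fluorescence stays within three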;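 also: channel opened by potassium depolarization with thallium stimulus after 20 min compound exposure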
KCNK9 inh – inhibitors of human KCNK9 two-pore domain potassium channel; HEK293 KCNK9, FluxOR thallium flux fluorescence; stronger effect = lower value; B-score at 10 µM; 310,000 tested, 1.2% active;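 active = ratio B-score over 3 SD below the library mean, with starting fluorescence within 5 SD of its mean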;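 also: negative B-score means less thallium flux so channel inhibition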
TRPC4 PAM – allosteric potentiators of mouse TRPC4 channel. B-score at 10 µM. HEK293 TRPC4beta/mu-opioid, DAMGO EC20, Fluo-4 Ca2+ flux; stronger effect = higher value. 310,000 tested, 0.42% active. AID 2227;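 active = B-score of calcium response area above 5 SD of library B-scores, with initial fluorescence ratio within 5 SD of library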;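 also: B-score of integrated fluorescence ratio over time as area under calcium response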
Dyrk1A ADPGlo – inhibitors of rat Dyrk1A kinase; ADP-Glo luminescence, NFATc1 peptide; inhibition, % at 12.5 µM; 310,000 tested, 0.43% active; AID 504441; in the data active = inhibition above about 50%;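 also: plate controls were vehicle with enzyme for no effect and no enzyme for full effect; many of its hits are not listed in these tables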
KCNK3 inh – human KCNK3 channel inhibition, primary screen; O14649; CHO-KCNK3 thallium flux, FluxOR fluorescence; stronger effect = lower value; B-score at 10 µM; 340,000 tested, 0.84% active;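 active = B-score under library mean minus 4 SD, starting fluorescence ratio at most library mean plus 5 SD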;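 also: more negative B-score means stronger inhibition of thallium flux through KCNK3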
PolyA inh – blocks polyadenylation in yeast reporter cells; calls only at 12 µM; 300,000 tested, 0.02% active; AID 1875; S. cerevisiae SKY197-pL101 polyadenylation reporter, beta-gal luminescence; efflux-impaired pdr1/pdr3 knockout yeast; score 100 = 6 SD above DMSO;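 active = lowest replicate activity score at least 50, where 100 means six control SD above control mean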;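 also: yeast exposed to compound for 9 h at 30 °C; higher score means more reporter readthrough which indicates perturbed polyadenylation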
KCNQ1 pot – human KCNQ1 channel potentiation or activation; CHO-K1 KCNQ1, thallium flux FluxOR fluorescence; stronger effect = higher value; B-score at 10 µM; 310,000 tested, 0.35% active; AID 2648;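 active = fluorescence ratio B-score, a plate-corrected score, at least three library SD, with initial intensity B-score within 5 SD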
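Schedule – 37 °C overnight plating, 90-min dark dye load, 20-min compound pretreatment · System – stable KCNQ1 CHO-K1 line · Probe or stimulus – thallium- and potassium-containing depolarizing buffer · Measured by – kinetic FluxOR fluorescence, 10 s baseline plus 110 s post-stimulus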
TRPC4 block – TRPC4 (mouse) channel inhibition; Q9QUQ5; HEK293 TRPC4beta/mu-opioid, DAMGO-evoked Fluo4 calcium flux; stronger effect = lower value; B-score at 10 µM; 300,000 tested, 0.39% active; AID 2247;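 active = B-score over 3 SD under the library average, no early fluorescence shift, positive overall ratio signal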
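Assay system: Stable TRPC4beta/mu-opioid receptor HEK293 cells | Reagent: DAMGO in two steps, submaximal then maximal | Compound dosing: Single concentration per test compound | Signal: Fluo4 Ca2+ flux fluorescence | Evaluation: Per-well B score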
Numbers without * were called inactive; i = inactive; x = not tested or not shown. Only part of the results is shown; the hit share may differ from the screen's.

Each structure is followed by: Platelet DG rel, hERG rescue, TRPC4 agonist, KCNQ1 inh, KCNK9 inh, TRPC4 PAM, Dyrk1A ADPGlo, KCNK3 inh, PolyA inh, KCNQ1 pot, TRPC4 block
1. COc1ccc(OC)c(CNc2ncc(-c3ccc(F)cc3)n2C)c1
    1, -7, i, i, i, i, 3, i, i, i, i
2. CCOC(=O)C1CCCN(C(=O)c2sc3nc(-c4ccc(OC)cc4)cn3c2C)C1 (stereo not given)
    6, -8, i, i, i, i, -1, i, i, i, i
3. Cc1ccccc1CC(=O)N1CCN(S(=O)(=O)c2cccs2)CC1
    22, -6, i, i, i, i, -8, i, i, i, i
4. CN(CC(=O)NCCc1ccc(F)cc1)Cc1ccccc1
    14, -6, i, i, i, i, -1, i, i, i, i
5. CCC1(C)Cc2c(C#N)c(N)n(-c3ccccc3)c(=S)c2CO1 (stereo not given)
    13, -18, i, i, i, i, -2, i, i, i, i
6. O=C(c1cccs1)N1CCN(C(=O)C(c2ccccc2)c2ccccc2)CC1
    -4, -10, i, i, i, i, -2, i, i, i, i
7. COc1ccc(-c2csc(N3CCN(Cc4ccc5c(c4)OCO5)CC3)n2)cc1
    -7, -4, i, i, i, i, -11, i, i, i, i
8. Oc1c(Br)cc(Br)cc1C=Nc1cccc2ncccc12
    4, 4.8*, i, i, i, i, 9, i, i, 13*, i
9. Cc1ccc(S(=O)(=O)N2CCC(C(=O)NCCCOC(C)C)CC2)cc1
    -11, -3, i, i, i, i, 4, i, i, i, i
10. CCc1nnc2c(NCCc3ccc(OC)c(OC)c3)nc3ccccc3n12
    1, -7, i, i, i, i, -4, i, i, i, i
11. CC(C)OC(=O)Cn1cnc2ccc(Br)cc2c1=O
    -2, -3, i, i, i, i, 14, i, i, i, i
12. COC(=O)c1cccc(NC(=O)NC(=O)c2ccccc2Cl)c1
    -3, -9, i, i, i, i, 0, i, i, i, i
13. O=C(NC(Cc1ccccc1)C(=O)O)/C(=C/c1ccco1)NC(=O)c1cccc([N+](=O)[O-])c1 (stereo not given)
    -1, 53*, i, i, i, i, 2, i, i, i, i
14. c1ccc(COC2CCCN(Cc3nc(-c4cccs4)no3)C2)nc1 (stereo not given)
    8, -8, i, i, i, i, 2, i, i, i, i
15. CC(C)C(c1nnnn1C1CCCC1)N1CCN(c2ccccc2F)CC1 (stereo not given)
    -26, -5, i, i, i, i, -1, i, i, i, i
16. Cc1nc2cc(C(F)(F)F)ccc2n1CCNc1nc(-c2ccc(F)cc2)cs1
    -4, -9, i, i, i, i, 8, i, i, i, i
17. CCOC(=O)CSc1nnc(-c2ccc([N+](=O)[O-])cc2)o1
    -2, -12, i, i, i, i, 5, i, i, i, i
18. CCC(=O)NC(Nc1cc(C)cc(C)n1)(C(F)(F)F)C(F)(F)F
    -5, -11, i, i, i, i, 1, i, i, i, i
19. CC(=O)Oc1ccc(-c2ccc(C(=O)Nc3cccc(S(=O)(=O)N4CCOCC4)c3)cc2)cc1
    -16, -10, i, i, i, i, 0, i, i, i, i
20. COc1ccccc1N1CCN(C(=O)c2ccc3[nH]c4c(c3c2)CCCC4)CC1
    -5, -21, i, i, i, i, 7, i, i, i, i
21. CCO[C@@H]1OC(C(N)=O)=C[C@H](C2CC2)[C@H]1CCCO
    -1, 0, i, i, i, i, 6, i, i, i, i
22. Cc1nn2cc(-c3ccc(N)cc3)nc2s1
    -1, 0, i, i, i, i, 0, i, i, i, i
23. COC(=O)C(Cc1ccccc1)NC(=O)c1cccc(S(=O)(=O)N(C)C)c1 (stereo not given)
    4, -7, i, i, i, i, -7, i, i, i, i
24. Cc1ccc(-c2nc(SCC(=O)N(C)c3c(N)n(Cc4ccccc4)c(=O)[nH]c3=O)n[nH]2)cc1
    3, -5, i, i, i, i, 7, i, i, i, i
25. CCCNC(=O)OC[C@H]1O[C@H](CCO/N=C/C[C@@H]2C=C[C@H](OC(C)=O)[C@@H](COC(C)=O)O2)C=C[C@@H]1Oc1ccc(OC)cc1
    1, -12, i, i, i, i, x, x, i, i, i
26. CCCCNC(=S)NNC(=O)c1csc(C)c1
    -10, -6, i, i, i, i, 5, i, i, i, i
27. C#CCOC(=O)CCCNc1ccc([N+](=O)[O-])cc1[N+](=O)[O-]
    1, -11, i, i, i, i, -1, i, i, i, i
28. Cc1ccc(S(=O)(=O)CC(=O)Nc2nnc(C)s2)cc1
    -6, -13, i, i, i, i, 7, i, i, i, i
29. CC1=[N+](C)c2ccc3ccccc3c2C1(C)C
    -2, 4, i, i, i, i, -1, i, i, i, i
30. Cc1onc(-c2ccccc2)c1C(=O)Nc1ccc(S(=O)(=O)NC2=NCCCCC2)cc1
    1, -6, i, i, i, i, -1, i, i, i, i

Full records, looked up by structure:
`COC(=O)C(Cc1ccccc1)NC(=O)c1cccc(S(=O)(=O)N(C)C)c1` (stereo not given) across the screens: Platelet DG rel = 4; hERG rescue = -7; TRPC4 agonist = i; KCNQ1 inh = i; KCNK9 inh = i; TRPC4 PAM = i; Dyrk1A ADPGlo = -7; KCNK3 inh = i; PolyA inh = i; KCNQ1 pot = i; TRPC4 block = i
`CCO[C@@H]1OC(C(N)=O)=C[C@H](C2CC2)[C@H]1CCCO` across the screens: Platelet DG rel = -1; hERG rescue = 0; TRPC4 agonist = i; KCNQ1 inh = i; KCNK9 inh = i; TRPC4 PAM = i; Dyrk1A ADPGlo = 6; KCNK3 inh = i; PolyA inh = i; KCNQ1 pot = i; TRPC4 block = i

(listing goes on)
Each structure is followed by: Platelet DG rel, hERG rescue, TRPC4 agonist, KCNQ1 inh, KCNK9 inh, TRPC4 PAM, Dyrk1A ADPGlo, KCNK3 inh, PolyA inh, KCNQ1 pot, TRPC4 block
31. CCN(CC)CCCNC(=O)c1ccc2c(Cl)c3c(nc2c1)CCCC3
    -1, -13, i, i, i, i, 4, i, i, i, i
32. CCCC(=O)N1c2ccccc2[C@@H](N(C(C)=O)c2ccccc2)C[C@H]1C
    -2, -13, i, i, i, i, 2, i, i, i, i
33. O=C1NC2(CCCCC2)N=C1c1ccccc1
    0, -6, i, i, i, i, 11, i, i, i, i
34. COC(=O)c1ccc(Oc2nc(Nc3ccc(F)cc3)nc(N3CCCC3)n2)cc1
    8, -5, i, i, i, i, 6, i, i, i, i
35. O=c1[nH]c(N2CCOCC2)cc2ccccc12
    -2, -6, i, i, i, i, 25, i, i, i, i
36. COc1ccccc1NS(=O)(=O)c1cccc(NC(=O)Nc2cccc(Cl)c2)c1
    -14, -6, i, i, i, i, -4, i, i, i, i
37. CC(=O)N=c1sc2nc3ccccc3nc2n1N(C(C)=O)C(C)=O
    -1, -9, i, i, i, i, 7, i, i, i, i
38. O=C(NN=C1CCN(Cc2ccccc2)CC1)C(O)c1ccccc1 (stereo not given)
    -2, -2, i, i, i, i, -2, i, i, i, i
39. COc1ccc(S(=O)(=O)N2CCCCC2)cc1NS(=O)(=O)c1ccccc1F
    5, -3, i, i, i, i, 3, i, i, i, i
40. O=C(COC(=O)c1ccc([N+](=O)[O-])cc1Cl)Nc1cccnc1Cl
    -3, -11, i, i, i, i, -5, i, i, i, i
41. CCCCNS(=O)(=O)c1cccc(S(=O)(=O)N2CCCC2)c1
    x, -9, i, i, i, i, -3, i, i, i, i
42. O=C(NC1CCCCC1)C(c1ccccc1)N(Cc1ccco1)C(=O)Cn1cnc2ccccc21 (stereo not given)
    -4, -10, i, i, i, i, 2, i, i, i, i
43. Cc1c(C)n(C(=O)CN2CCN(c3ccccn3)CC2)c2ccccc12
    2, -16, i, i, i, i, 10, i, i, i, i
44. COc1ccccc1-c1nnn(C/C(N)=N/O)n1
    1, -7, i, i, i, i, 3, i, i, i, i
45. COc1ccc(CN2CC(C(=O)N3CCOCC3)CC2=O)cc1 (stereo not given)
    -3, -4, i, i, i, i, 6, i, i, i, i
46. CCOc1ccc(OCC(=O)OCc2csc(CC(=O)Nc3ccccc3C)n2)cc1
    14, -16, i, i, i, i, 3, i, i, i, i
47. CC(C)(C)OC(=O)N1CCOCCOCCNCCOCCOCC1
    -3, -2, i, i, i, i, -1, i, i, i, i
48. CCOc1ccc(C2=Nc3ccccc3C(c3ccc(N4CCOCC4)cc3)=NN2)cc1
    0, -14, i, i, i, i, 2, i, i, i, i
49. CCn1c(C(Cc2ccccc2)NC(=O)COC)nc2ccccc21 (stereo not given)
    -4, -11, i, i, i, i, 2, i, i, i, i
50. Cc1ccc(Sc2ncccc2N)cc1
    0, -2, i, i, i, i, x, i, i, i, i
51. Cc1cc(C)cc(C(=O)Nc2ccncc2)c1
    -3, -6, i, i, i, i, 11, i, i, i, i
52. O=[N+]([O-])c1cc(/C=N/Nc2nc3ccccc3[nH]2)c(O)cc1O
    6, -9, i, i, i, i, x, x, i, i, i
53. CCN(CC)CCCN1C(=O)C(=O)/C(=C(/O)c2ccc(OC)cc2)C1c1ccco1 (stereo not given)
    -3, -6, i, i, i, i, -4, i, i, i, i
54. Cc1ccc(-c2csc(=S)n2CC(=O)OCC(=O)NCc2ccco2)cc1
    9, -13, i, i, i, i, -4, i, i, i, i
55. Cc1onc(-c2ccccc2Cl)c1C(=O)N1CCN(c2ccc(F)cc2)CC1
    -1, -9, i, i, i, i, 3, i, i, i, i
56. Cc1ccc(CCNC(=O)CNS(=O)(=O)c2ccc3nc(C)sc3c2)cc1
    0, -7, i, i, i, i, -2, i, i, i, i
57. CC(=O)Cc1nsc(NC(=O)c2cn(-c3ccccc3)nc2-c2ccc(Br)cc2)n1
    -1, -10, i, i, i, i, 1, i, i, i, i
58. Cn1c(CN2CCCCC2)nc2cc(NS(=O)(=O)c3ccc(Cl)cc3)ccc21
    -1, -8, i, i, i, i, 4, i, i, i, i
59. COC(=O)C1CCCN1S(=O)(=O)c1ccc([N+](=O)[O-])cc1 (stereo not given)
    8, -4, i, i, i, i, -2, i, i, i, i
60. Cc1cccc(NC(=O)CSc2nnc(CSc3nc(C)cc(C)n3)n2Cc2ccco2)c1
    2, -11, i, i, i, i, 7, i, i, i, i

Structural class, the entries above with a CF3 group.
Each structure is followed by: Platelet DG rel, hERG rescue, TRPC4 agonist, KCNQ1 inh, KCNK9 inh, TRPC4 PAM, Dyrk1A ADPGlo, KCNK3 inh, PolyA inh, KCNQ1 pot, TRPC4 block
16. Cc1nc2cc(C(F)(F)F)ccc2n1CCNc1nc(-c2ccc(F)cc2)cs1
    -4, -9, i, i, i, i, 8, i, i, i, i
18. CCC(=O)NC(Nc1cc(C)cc(C)n1)(C(F)(F)F)C(F)(F)F
    -5, -11, i, i, i, i, 1, i, i, i, i
